# B2AR arrestin: agonists driving beta-arrestin recruitment to human beta2-adrenergic receptor | actives 0.02% (n = 330,000) | P07550 | beta-arrestin recruitment to beta2AR, cell-based reporter | Potency, µM (titrated, usually from 46.1 µM), for inactives: at the highest dose activation, actives largely listed as activators;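 also: potency is read from the fitted curve at half-maximal effect; 0% = DMSO controls and full agonism = EC100 isoproterenol or metaproterenol; nearly all actives have a fitted effect of over 65% in size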
# a7 integrin act: activators of alpha7 integrin expression for muscular dystrophy | Potency, µM (series often up to 38.3 µM), for the others: at the top dose activation, hits mostly activators | alpha7betagal myoblasts, beta-gal FDG fluorescence, 48 h | actives 0.064% (n = 350,000);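 also: potency is read from the fitted curve at half-maximal effect; 100% = response of the positive control SU9516; nearly all actives have a fitted effect of over 60% in size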
#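 Alpha7betagal+/- myoblasts (passage 13) were plated 16-24 hr, then exposed to compounds (1:260 dilution of DMSO stock) for 48 hours at 37C. After MPER lysis, β-galactosidase reporter activity was read as FDG fluorescence (ex 480/em 540) after 30 minutes.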
# ELG1 repair inh: ELG1-dependent DNA repair inhibition. HEK293T ELG1-luciferase reporter, luminescence, 16 h; DNA damage induced by 5-fluorouridine. Potency, µM (series often up to 46.1 µM), for the others: at the highest dose activity change, negative = inhibition, actives largely listed as inhibitors. actives 2.3% (n = 330,000). AID 504467; also: potency is read from the fitted curve at half-maximal effect; % is scaled to controls: 0 for no effect and ±100 for the full control effect; nearly all actives have a fitted effect of over 55% in size
#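 Reporter activity after DNA damage by 5-fluorouridine is monitored. Compound-treated cells incubate 16 hr at 37 °C, then ONE-Glo is added for 30 min before luminescence reading.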
# p53 reactivation: re-activators of mutant p53. H1299 p53-A138V BP100-luciferase reporter, luminescence, 24 h. Potency, µM (top dose mostly 92.2 µM), for inactives: at the highest dose activity change, positive = activation, usual class: activators. actives 0.063% (n = 320,000). AID 504706; also: potency is read from the fitted curve at half-maximal effect; % of control where 0% means no effect; nearly all actives have a fitted effect of over 45% in size
#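 p53-null H1299 cells stably carrying temperature-sensitive p53-A138V and a BP100-luciferase reporter were pinned with compounds (4-point, 1:5 series) and held 24 hrs at 37 deg C. Luminescence was read 10 min after detection reagent.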
# CXXC DNA block: MLL CXXC-DNA interaction inhibition; MLL-CXXC / FITC-HOXA9 DNA fluorescence polarization; Potency, µM (top dose mostly 115 µM), inactives show top-dose activity change, negative = inhibition, actives largely listed as inhibitors; actives 0.037% (n = 290,000); AID 2662; active = well fitted inhibition curve with a large enough effect in the polarisation, with a control signal flat, not every such curve was filed as active; inconclusive = small, poorly fitted or top-dose-only effect, or effect the other way, or a change in a side signal; inactive = no such curve, though single readings can be large or run the other way; the % refers to the polarisation; also: potency is read from the fitted curve at half-maximal effect
#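 Purified MLL-CXXC (added from a 7 uM solution) was preincubated 5 min at ambient with pinned compounds in 50 mM Tris-HCl pH 7.5, 50 mM NaCl, 1 mM DTT, 0.05% BSA. Fluorescein-labeled HOX-A9 DNA (50 nM solution) followed, 30 min, then polarization read.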
# PTAP TSG101 blk: blocks PTAP/TSG101 interaction to inhibit HIV-1 budding | Q99816 | Fluorescence polarization, FITC-PTAP peptide / Tsg101 binding | Potency, µM (highest dose often 115 µM), for inactives: top-dose activity change, negative = inhibition, usual class: inhibitors | 340,000 tested, under 10 active; active = well fitted inhibition curve with a large enough effect in the main read-out, with a control signal flat, not every such curve was filed as active; inconclusive = small, poorly fitted or top-dose-only effect, or effect the other way, or a change in a side signal; inactive = no such curve, though single readings can be large or run the other way; also: potency is read from the fitted curve at half-maximal effect; % of control where 0% means no effect
#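 Fluorescence anisotropy tracks displacement of a FITC-tagged PTAP peptide (50 nM) from the Tsg101 binding domain (10 uM), following a 20 min room-temperature incubation at pH 7.5.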
# TCR act: T cell receptor activation; AID 504894; 330,000 tested, under 10 active; primary human leukocytes, anti-CD3, IL-2 HTRF, 48 h; Potency, µM (series often up to 9.22 µM), inactives show at the top dose activation of IL-2 secretion, most hits filed as activators; also: % of control where 0% means no effect
#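 Primary human leukocytes receive a-CD3 beads and test compound and are incubated 48 hr. Secreted IL-2 is then assayed by HTRF, measuring 665nm acceptor emission after 320nm excitation of the europium donor.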
# AT treatment: candidate therapy for ataxia-telangiectasia. […] A-T fibroblasts, KAP-1 phosphorylation AlphaLISA; neocarzinostatin DNA damage 30 min before lysis. Potency, µM (series often up to 57.5 µM), for inactives: at the top dose activation, usual class: activators. actives 0.19% (n = 320,000). AID 485349; also: potency is read from the fitted curve at half-maximal effect; % of control where 0% means no effect; nearly all actives have a fitted effect of over 45% in size
#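 ATM-like activity read as KAP-1 phosphorylation via AlphaLISA donor/acceptor antibody pairs after lysis and 6 hr at 25C. Cells were ATM-null patient fibroblasts ([…], hTERT), dosed 60 min, then exposed to the DSB inducer NCS for 30 min.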
# BRCA1 expr up: activators of BRCA1 expression. MCF7-BRCA1-FFLuc reporter, luminescence, 48 h; response scale: scaled: vehicle 0%, 10 µM genistein 100%. Potency, µM (top dose mostly 46.1 µM), inactives show at the top dose activation, usual class: activators. actives 1.1% (n = 380,000). AID 624202; also: potency is read from the fitted curve at half-maximal effect; nearly all actives have a fitted effect of over 80% in size; some results filed as inactive show a strong effect at the top dose
#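 Cells: MCF7-BRCA1-FFLuc, 2000/well. Exposure: 48 h, 37 °C, 5% CO2. Read: luminescence, 15 min post-substrate. Controls: genistein 10 microM (maximal activation), DMSO (neutral).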
# TRPV1 agonist: agonists of human vanilloid receptor 1 (TRPV1); Q8NER1; TRPV1-expressing cells, Fluo-8 calcium influx, agonist mode; activation, % at 8.33 µM; actives 0.19% (n = 320,000); AID 540275; in the data active = activation above about 80%; inconclusive = between about 30% and that limit; also: 0% is about no effect
# Target sequence (Q8NER1 whole entry, looked up): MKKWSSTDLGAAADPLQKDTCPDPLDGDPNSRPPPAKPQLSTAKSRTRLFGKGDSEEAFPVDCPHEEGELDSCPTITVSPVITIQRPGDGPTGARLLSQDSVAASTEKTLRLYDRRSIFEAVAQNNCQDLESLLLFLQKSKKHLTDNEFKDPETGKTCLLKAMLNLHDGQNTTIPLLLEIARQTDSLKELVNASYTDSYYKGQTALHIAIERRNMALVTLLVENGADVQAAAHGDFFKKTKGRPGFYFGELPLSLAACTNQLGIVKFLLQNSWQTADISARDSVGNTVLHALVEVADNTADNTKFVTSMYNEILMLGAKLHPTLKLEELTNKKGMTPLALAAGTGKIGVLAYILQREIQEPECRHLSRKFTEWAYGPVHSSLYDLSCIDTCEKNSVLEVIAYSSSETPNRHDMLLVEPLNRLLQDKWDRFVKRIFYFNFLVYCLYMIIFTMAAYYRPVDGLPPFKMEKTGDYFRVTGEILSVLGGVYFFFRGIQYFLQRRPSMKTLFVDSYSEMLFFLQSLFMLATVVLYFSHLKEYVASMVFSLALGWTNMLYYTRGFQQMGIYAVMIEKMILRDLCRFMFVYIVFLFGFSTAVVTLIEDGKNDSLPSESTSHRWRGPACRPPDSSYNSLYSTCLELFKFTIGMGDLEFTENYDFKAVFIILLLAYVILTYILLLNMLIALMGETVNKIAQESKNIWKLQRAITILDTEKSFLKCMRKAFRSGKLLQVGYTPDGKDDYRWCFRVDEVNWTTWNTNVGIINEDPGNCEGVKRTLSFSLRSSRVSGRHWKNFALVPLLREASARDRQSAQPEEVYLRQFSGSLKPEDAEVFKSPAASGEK
#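 Fluo-8 calcium influx in TRPV1-expressing cells, kinetic read (ex 480/em 520 nm). Compound added and read 3 min for agonist activity, followed by capsaicin at EC20 final and 2 min further read for enhancement.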
# * marks the source's active call; other numbers are inactive results; ? = inconclusive; nt = not tested or not shown; [ ] = dose if it differs, or a comment. Unless noted, calls follow the shape of the dose curve; as a rule, active = well fitted curve in the direction sought with a large enough effect; inconclusive = small, poorly fitted or top-dose-only effect, or another doubt; inactive = no such curve, though single readings can be large; an effect the other way counts as inactive or inconclusive.
SMILES	TCR act	B2AR arrestin	AT treatment	a7 integrin act	ELG1 repair inh	PTAP TSG101 blk	p53 reactivation	CXXC DNA block	TRPV1 agonist	BRCA1 expr up
CN(C)c1ccc(C(=O)OCC(=O)NC2CCCCC2)cc1	6%	0.2%	-7%	31%	7%	-4%	17%	-4%	11	26%
FC(F)(F)c1cccc(CNC(=S)Nc2ccccc2)c1	-4%	0.0%	-1%	10%	5%	2%	14%	-6%	?	-2%
COCCCNc1nc2nonc2nc1N1CCN(C2CCCC2)CC1	2%	-0.8%	2%	?	6%	-7%	3%	-4%	4	-2%
COc1ccccc1N1CCN(S(=O)(=O)CCNC(=O)c2cc(OC)c(OC)c(OC)c2)CC1	1%	2.8%	6%	-51%[inhibitor]	?	-1%	-6%	13%	3	-42%
O=C(Nc1ccccc1F)Nc1ccccc1F	-6%	-0.1%	3%	3%	?	-9%	7%	0%	?	5µM*
CCSc1ccc([C@@H]2[C@@H]3C(=O)N(CC)C(=O)[C@@H]3[C@]3(C(=O)OC)CCCCN23)cc1OC	4%	-0.1%	1%	-23%	-15%	nt	-5%	nt	6	-12%
CCOC(=O)c1ccc(NC(=O)Nc2ccn(C)n2)cc1	-5%	0.0%	6%	14%[7.66 µM]	25%	-4%	15%	3%	2	29%
CCS(=O)(=O)N1CCCC(C(=O)NCCCN(C)Cc2ccccc2)C1 (stereo not given)	0%	-0.1%	-2%	18%	14%	-2%	8%	6%	0	-11%
Fc1ccc(CNC2CCN(Cc3ccccc3)CC2)cc1	nt	-0.5%	-2%	-8%	12%	-6%	?	4%	-7	-15%
CC1CC(C)CN(c2cc(=O)n(Cc3ccc(F)cc3)c(=O)[nH]2)C1 (stereo not given)	4%	-0.4%	12%	-16%	-5%	-1%	2%	1%	?	-4%
CN(C)c1cccc(C(=O)Nc2ccc(S(=O)(=O)Nc3nccs3)cc2)c1	4%	-0.7%	-1%	nt	22%	-8%	2%	nt	nt	4%
O=C(Cn1cc2c(n1)CCCC2)NCc1cccs1	4%	0.0%	-2%	-12%	20%	-13%	0%	-3%	3	20%
COc1ccc(C(=O)NC(=S)N2CCN(c3ccccc3O)CC2)cc1	-6%	0.3%	2%	8%	-25%	-2%	11%	nt	nt	-21%
O=C(CSc1nc2ccc(Cl)cc2[nH]1)N1CCN(C(=O)c2ccco2)CC1	-7%[46.1 µM]	-0.4%	0%	6%	-1%	0%	-14%	11%	-3	-11%
CCOC(=O)c1ccc(S(=O)(=O)N2CCN(Cc3cc4c(cc3O)OCO4)CC2)cc1	4%	-0.2%	-7%	5%	22%	-4%	16%	nt	1	-2%
NC(=S)N/N=C/c1coc2c(ccc3ccccc32)c1=O	0%[46.1 µM]	-1.0%	1%	2%	?	-3%	?	14%	-1	-13%
O=C1CC(C(=O)Nc2ccccc2)C2(CCCCC2)O1 (stereo not given)	-3%	-0.3%	9%	-6%	5%	-6%	1%	-9%	-4	2%
COc1ccc(C(=O)OC(C)CN2CCOCC2)cc1OC (stereo not given)	-2%	-2.0%	5%	26%	13%	-1%	0%	13%	-3	-8%
c1cncc(-c2nnc(C3CCCCC3)o2)c1	-2%	0.0%	nt	-12%	?	-7%	11%	1%	-1	24%
Cc1ccc(-n2c(COc3cccc(C)c3)n[nH]c2=S)cc1	4%	1.0%	-4%	19%	-16%	-4%	-2%	1%	0	2%
O=C(Nc1ccccc1F)c1coc(=O)c(Br)c1	8%	0.2%	0%	-27%	?	0%	1%	-1%	2	-26%
CC1CCCN(C(=O)Cn2nnc(-c3cccnc3)n2)C1 (stereo not given)	1%	0.0%	0%	15%	17%	-7%	6%	-2%	-2	2%
Cc1cc(NC(=O)CSc2nnnn2-c2ccccc2F)no1	4%	0.4%	-3%	-16%	-2%	1%	1%	8%	1	-17%
COc1ccc(NS(=O)(=O)c2cc(C(=O)NNC(=O)c3ccncc3)ccc2OC)c(OC)c1	-5%[46.1 µM]	-0.6%	7%	19%	14%	-4%	-8%	nt	nt	-24%
C=CC[C@@H](CC(=O)NCCO)C(=O)NC[C@H](OC(=O)[C@@H](CC=C)Cc1ccc(F)cc1)c1ccccc1	7%	-0.2%	1%	-13%	3.3µM*	-3%	-4%	nt	nt	-30%
Cc1cc(C)cc(OCC(=O)OCc2cc([N+](=O)[O-])cc3c2OCOC3)c1	5%	-0.7%	10%	14%	12%	-5%	2%	nt	nt	1%
CCCCCCOC(=O)c1ccc(NC(=O)c2cc(OC)c(OC)c(OC)c2Br)cc1	8%	-0.3%	5%	-32%	?	1%	0%	5%	-1	-37%
NS(=O)(=O)c1ccc(CNS(=O)(=O)c2ccc3ccccc3c2)cc1	5%	-0.1%	5%	?	3%	-2%	-6%	2%	1	6%
CCn1c(NCc2ccccc2NS(=O)(=O)c2ccc(C)cc2)nc2ccccc21	0%[46.1 µM]	0.0%	-10%	-30%	-27%	-2%	10%	16%	-4	-66%
CS/C(=C\[N+](=O)[O-])Nc1ccc(F)cc1	5%	nt	nt	-21%	nt	4%	nt	0%	-1	-36%
Cc1cc(Cl)c2oc(C(=O)N(C)C(C)c3ccccn3)c(C)c2c1 (stereo not given)	3%	0.4%	2%	-21%	?	-1%	?	1%	18	?
CCn1c(CC(=O)Nc2ccccc2C)nnc1SCC(=O)Nc1nncs1	0%	0.3%	3%	12%	13%	-3%	3%	-1%	-3	11%
Cc1ccc(S(=O)(=O)N2CCN(C(=O)Cn3c(=O)oc4ccccc43)CC2)cc1	2%	0.1%	8%	20%	?	-1%	19%	nt	nt	-56%
CCOC(=O)CSc1nc(NC#N)nc(N(CC)CC)n1	11%[46.1 µM]	-0.1%	3%	14%	14%	0%	-2%	-6%	-3	9%
CCc1c(C)c2ccc(OC3CCCCC3=O)cc2oc1=O (stereo not given)	-1%	-0.3%	4%	?	?	-4%	10%	5%	1	?
Cc1ccc(Nc2nc(N)c3ccccc3n2)cc1Cl	-2%	0.3%	-5%	-9%	?	-1%	?	55%[activator]	7	?
CC(C)(C)n1cnc2cc(NS(=O)(=O)c3ccccc3)ccc21	-2%	0.3%	2%	1%	13%	-2%	12%	-3%	0	66%
COc1cccc(CNc2ncn[nH]2)c1OCc1ccccc1F	-5%	0.2%	-2%	8%	10%	-3%	-2%	8%	15	-6%
O=C(CN1C(=O)c2ccccc2S1(=O)=O)N1CCN(c2ccc(F)cc2)CC1	-5%	0.0%	2%	2%	-2%	-8%	7%	-3%	8	9%
CCOC(=O)C1C(=O)C=C(c2ccccc2)CC1c1ccccc1 (stereo not given)	1%	nt	nt	26%	nt	-5%	nt	nt	nt	-16%

# In a second layout: 2 of the compounds above.
NC(=S)N/N=C/c1coc2c(ccc3ccccc32)c1=O
  TCR act = 0%[46.1 µM]	B2AR arrestin = -1.0%	AT treatment = 1%	a7 integrin act = 2%	ELG1 repair inh = ?	PTAP TSG101 blk = -3%	p53 reactivation = ?	CXXC DNA block = 14%	TRPV1 agonist = -1	BRCA1 expr up = -13%

CCOC(=O)c1ccc(NC(=O)Nc2ccn(C)n2)cc1
  TCR act = -5%	B2AR arrestin = 0.0%	AT treatment = 6%	a7 integrin act = 14%[7.66 µM]	ELG1 repair inh = 25%	PTAP TSG101 blk = -4%	p53 reactivation = 15%	CXXC DNA block = 3%	TRPV1 agonist = 2	BRCA1 expr up = 29%

# (list continues)
SMILES	TCR act	B2AR arrestin	AT treatment	a7 integrin act	ELG1 repair inh	PTAP TSG101 blk	p53 reactivation	CXXC DNA block	TRPV1 agonist	BRCA1 expr up
CCOC(=O)Cc1cc(=O)n2[nH]c(-c3ccccc3)c(-c3ccccc3)c2n1	-5%	0.0%	2%	11%	-14%	1%	6%	3%	3	-15%
CN1CCN(NC(=O)Nc2cccc(F)c2)CC1	0%	-0.9%	5%	6%	4%	-4%	-2%	18%	22	41%
O=C(NCc1nc2ccccc2[nH]1)c1ccc(S(=O)(=O)N2CCCC2)cc1	2%	-0.7%	-9%	-22%	-13%	-4%	?	3%	1	-7%
CC(=O)N=C1SC2CS(=O)(=O)CC2N1Cc1ccc(C)cc1 (stereo not given)	-2%	0.0%	-2%	-12%	26%	0%	0%	10%	-3	17%
COc1ccc(/C=C2\SC(=O)N(CC(=O)Nc3ccc(O)cc3)C2=O)cc1OC	5%	-0.6%	0%	3%	13%	1%	-3%	0%	-3	-4%
O=C1c2cccc(OCc3ccc(F)cc3)c2CCN1Cc1ccc(F)cc1	-2%[46.1 µM]	0.1%	1%	-28%	4.1µM*	-10%	-3%	5%	?	-52%
CCOC(=O)c1[nH]c2c(c1C)C(=O)CC(c1ccc(OCC)c(OC)c1)C2 (stereo not given)	7%	0.4%	-3%	8%	0%	-3%	-2%	0%	1	-37%
O=C(Nc1ccc(OCC(=O)N2CCOCC2)cc1)c1ccccc1F	-14%	-0.3%	-2%	-13%	?	-1%	8%	14%	2	64%
Cc1ccc2nc(C3CCN(CC(=O)Nc4ccc5c(c4)OCCO5)CC3)[nH]c2c1	nt	-0.1%	-2%	-8%	?	nt	-2%	3%	-7	1%

# Assay outcomes as filed in PubChem.
